High-throughput results: PubChem, several laboratories
GDH-TPI inh: GDH-TPI coupled enzyme inhibition counter-screen; GDH-TPI coupled enzyme counterscreen, NADH absorbance; inhibition, % at 4.8 µM; hit rate 1.2% among 360,000; AID 588335; in the data active = inhibition above about 30%;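 note: 0% = DMSO wells and 100% = wells lacking the enzyme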
BoNT-A LC inh2: blocks Botulinum neurotoxin A light chain protease; multiplex microsphere protease substrate cleavage, flow cytometry; inhibition, % at 10 µM; hit rate 0.17% among 360,000; AID 588499; note: plate controls were buffer without enzyme for full effect and enzyme alone for no effect
UGM FP inh: inhibitors of M. tuberculosis UDP-galactopyranose mutase | P9WIQ1 | purified UGM, fluorescence polarization probe displacement | inhibition, % at 10 µM | hit rate 0.06% among 320,000 | AID 504406; in the data active = inhibition above about 10%, passing the limit was not always enough; inconclusive = no clear call, values can overlap the other calls
Target sequence (P9WIQ1 whole entry, looked up): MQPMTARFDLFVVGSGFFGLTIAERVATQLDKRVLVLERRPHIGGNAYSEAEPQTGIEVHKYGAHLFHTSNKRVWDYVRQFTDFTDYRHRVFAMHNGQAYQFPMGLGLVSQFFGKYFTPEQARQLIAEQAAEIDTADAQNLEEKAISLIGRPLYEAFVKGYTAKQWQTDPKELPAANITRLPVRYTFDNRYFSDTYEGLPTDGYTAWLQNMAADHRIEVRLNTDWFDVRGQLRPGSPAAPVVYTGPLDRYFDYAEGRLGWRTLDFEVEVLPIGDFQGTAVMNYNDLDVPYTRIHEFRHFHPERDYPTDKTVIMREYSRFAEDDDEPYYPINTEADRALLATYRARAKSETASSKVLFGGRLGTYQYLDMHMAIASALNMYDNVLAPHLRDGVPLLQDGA
FBA Mtb inh: inhibits M. tuberculosis FBA enzyme. inhibition, % at 1 µM. purified M. tuberculosis FBA, fluorescence read-out. hit rate 2.3% among 360,000. P9WQA3; in the data active = inhibition above about 27%;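 note: 0% = vehicle and 100% = reference inhibitor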
Target sequence (P9WQA3 whole entry, looked up): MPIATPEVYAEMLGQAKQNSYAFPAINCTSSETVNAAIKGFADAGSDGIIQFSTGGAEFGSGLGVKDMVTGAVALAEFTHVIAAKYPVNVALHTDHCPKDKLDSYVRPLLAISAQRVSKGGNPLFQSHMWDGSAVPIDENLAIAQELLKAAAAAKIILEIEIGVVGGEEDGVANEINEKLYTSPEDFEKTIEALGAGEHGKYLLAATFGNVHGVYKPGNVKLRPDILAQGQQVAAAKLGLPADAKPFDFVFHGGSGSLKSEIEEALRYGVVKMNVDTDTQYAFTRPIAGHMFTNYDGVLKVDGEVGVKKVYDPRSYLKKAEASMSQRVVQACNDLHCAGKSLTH
PfHsp40 yeast: restores yeast growth despite PfHsp40 toxicity; hit rate 0.68% among 340,000; S. cerevisiae expressing PfHsp40, growth rescue, ATP luminescence; growth rescue, % at 12.5 µM; in the data active = growth rescue above about 28%, passing the limit was not always enough; inconclusive = no clear call, values can overlap the other calls;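 note: yeast W303a lacking pdr1 and pdr3 grown in galactose medium; growth measured after three days at 30 °C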
Anthrax LF prot: anthrax lethal factor protease inhibition | multiplex microsphere protease cleavage assay, LF | inhibition, % at 10 µM | hit rate 0.12% among 360,000 | AID 588501; note: plate controls were buffer without enzyme for full effect and enzyme alone for no effect
FadD28 binding: inhibitors of Mycobacterium tuberculosis FadD28 bisubstrate binding; hit rate 0.22% among 360,000; inhibition, % at 12.5 µM; FadD28 bisubstrate probe binding, fluorescence polarization; AID 588549; in the data active = inhibition above about 8.5%, passing the limit was not always enough; inconclusive = no clear call, values can overlap the other calls
BoNT-F LC inh: BoNT F light chain protease inhibition; hit rate 0.22% among 360,000; AID 588497; inhibition, % at 10 µM; Multiplex microsphere protease cleavage assay, flow cytometry; in the data active = inhibition above about 35%, passing the limit was not always enough; inconclusive = no clear call, values can overlap the other calls; note: plate controls were buffer without enzyme for full effect and enzyme alone for no effect
Mtb BioA inh: blocks M. tuberculosis BioA enzyme activity; inhibition, % at 9.99 µM; purified M. tuberculosis BioA enzyme, plate reader; hit rate 0.096% among 360,000; AID 602481; in the data active = inhibition above about 40%; inconclusive = no clear call, values can overlap the other calls
The depositor's hits bear a star; u = inconclusive; x = no result given. Cut-off read from the data, not from the text of the source, unless noted: active = inhibition above about 30%; inconclusive = no clear call, values can overlap the other calls; inactive = below that. An unsorted share of the library (roughly 4.7% active in at least one column).

SMILES	GDH-TPI inh	BoNT-A LC inh2	UGM FP inh	FBA Mtb inh	PfHsp40 yeast	Anthrax LF prot	FadD28 binding	BoNT-F LC inh	Mtb BioA inh
Fc1ccc2nc3n(c2c1F)CCCCCC3	2	0.3	-1.2	0	2.5	-2	-0.5	-2	-0.7
Cc1noc(NS(=O)(=O)c2ccc(NC(=O)Cc3ccc([N+](=O)[O-])cc3)cc2)c1C	5	-0.2	-2.3	-1	-0.3	-4	-1.5	-11	2.6
COc1ccc(-c2nnc(NC(=O)c3cccs3)s2)c(OC)c1	16	-0.2	-1.2	1	0.7	4	0.6	1	-1.9
C[C@H]1CN([C@@H](C)CO)C(=O)c2cccc(NC(=O)c3cnccn3)c2O[C@@H]1CN(C)S(=O)(=O)c1ccc(F)cc1	-7	0.2	-1.5	1	-0.5	0	-0.5	-4	-2.9
O=C1SCCC1NS(=O)(=O)c1ccccc1[N+](=O)[O-] (configuration not stated)	1	0.7	1.1	1	-0.2	-1	0.3	-6	x
CC1CCN(c2ccccc2NC(=O)c2ccc(Br)o2)CC1	1	-0.9	0.5	0	3.0	0	-1.7	-6	1.0
CN1CCN(c2ccc(CNC(=O)c3cccc4c(-c5ccc(F)c(F)c5)coc34)cc2)CC1	4	0.2	x	-3	x	-4	-7.7	-14	1.0
Cn1c(C(=O)OC(C(=O)NCC2CCCO2)c2cccnc2)cc2sccc21 (configuration not stated)	6	-0.8	-4.3	2	-0.4	-6	-2.2	-4	x
COc1cc(/C=N\NC(=O)c2ccc(-c3ccccc3)cc2)ccc1OCC(N)=O	23	-6.9	-3.3	0	-0.1	-1	-1.9	-11	-3.0
COc1cc(NC(=O)c2ccc(F)cc2)c(OC)cc1NC(=O)CN1CCOCC1	9	-0.5	2.3	0	x	-8	-0.1	4	x
COc1ccccc1NS(=O)(=O)c1ccc(C)c(C(=O)NCC2CCCO2)c1 (configuration not stated)	-1	0.6	0.0	5	-0.4	-17	-0.3	-1	-1.3
Cc1ccc2nc3n(c(=O)c2c1)-c1cc2ccccc2cc1C(=O)NC3Cc1ccccc1 (configuration not stated)	18	-0.1	x	-1	x	0	-1.7	-2	2.4
Cc1ccc(CN2CCC[C@]3(N[C@H](c4ccc(C(F)(F)F)cc4)[C@@H]4C(=O)N(C)C(=O)[C@@H]43)C2=O)cc1	9	-0.3	x	0	x	-1	-11	-7	1.2
COC(=O)c1sccc1NC(=O)CSc1ccccc1NS(=O)(=O)c1ccccc1Cl	7	-3.5	-0.8	-8	3.0	-11	-4.6	-45	-1.6
COc1ccc(C(C(=O)NC(C)(C)C)N(C(=O)CCC(=O)Nc2cc(C)on2)c2c(C)cccc2C)cc1 (configuration not stated)	4	-1.1	0.8	0	1.1	-1	0.0	-3	-1.4
COc1ccccc1/C=C/C(=O)OCC(=O)N1CCN(S(=O)(=O)c2ccc(C)cc2C)CC1	10	0.3	x	2	-1.1	-2	-1.9	1	-2.0
CCSc1ccc([C@@H]2[C@H]3C(=O)N(CC)C(=O)[C@H]3[C@]3(C(=O)OC)CCCCN23)cc1	5	-3.7	1.2	-1	2.8	4	0.5	30	-1.5
O=C(Nc1ccc(Cl)c(Cl)c1)N1N=CCC1c1ccccc1 (configuration not stated)	5	0.8	x	0	6.9	6	-7.1	6	x
O=C(O)c1cccc(-n2cccc2/C=C/[N+](=O)[O-])c1	3	-0.2	1.3	-1	0.0	7	13*	2	x
Cc1cc(C)c(-c2csc(NC(=O)c3cc([N+](=O)[O-])ccc3N3CCOCC3)n2)c(C)c1	12	2.0	2.0	1	0.8	2	-3.5	-2	x
CCOC(=O)c1cc2c(OC)ccc(OC)c2n1CC(=O)c1ccccc1	6	-1.3	0.8	1	-1.1	-7	-0.3	-9	-1.9
CNC(=O)COC(=O)[C@@H](Nc1ccc(S(=O)(=O)N2CCOCC2)cc1[N+](=O)[O-])C(C)C	-6	-0.9	-2.2	0	-0.1	-1	-2.1	-2	x
CCCc1ccc2oc(C(=O)N3CCN(CC(=O)NC(C)C)CC3)c(C)c2c1	4	0.6	-2.8	5	-0.7	-3	0.4	-4	-1.4
Cc1ccc(-c2nc3ccccc3[nH]2)cc1NC(=O)c1ccc2c(c1)OCO2	16	0.2	3.0	1	14	0	-0.9	0	4.0
COc1cccc(CNc2nc3cc(-c4ccc(C)cc4)sc3c(=O)n2C)c1OC	15	0.5	x	2	x	-4	-1.7	1	-0.4

(cont.)
SMILES	GDH-TPI inh	BoNT-A LC inh2	UGM FP inh	FBA Mtb inh	PfHsp40 yeast	Anthrax LF prot	FadD28 binding	BoNT-F LC inh	Mtb BioA inh
Cc1ccc(S(=O)(=O)N(C)C)cc1NC(=O)COC(=O)/C=C/c1ccc(F)cc1	-4	x	-1.4	-1	-0.8	x	-0.9	x	-0.8
COc1cc(/C=C2\CCC(C)C3=C(c4cc(OC)c(OC)c(OC)c4)C(C#N)=C(N)OC32)cc(OC)c1OC (configuration not stated)	12	4.1	x	-3	0.8	10	0.1	2	x
COc1cc(C(=O)Nc2ccc(OCC(=O)O)cc2)cc(OC)c1OC	7	2.6	-1.7	0	0.9	-2	0.5	8	-0.7
O=C(NCc1nc2ccccc2[nH]1)C1=C[C@H](C2CCCCC2)C[C@H](OCc2ccc(CO)cc2)O1	3	-0.6	-0.6	-1	-0.2	-4	-6.1	-8	-1.9
O=C1CC(c2ccccc2)CN1C(=O)c1ccccc1 (configuration not stated)	8	-0.4	-2.4	1	-0.9	1	-0.8	0	-2.2
COc1ccc(N(CC(=O)NC2CCCCC2)C(=O)CNC(=O)c2cccs2)cc1OC	0	-6.2	-2.2	2	-0.2	-4	0.3	-25	-0.1
O=C(CSCc1ccc(C(=O)O)cc1)Nc1ccc2ccccc2c1	-3	x	-0.5	7	-0.7	x	-3.4	x	x
O=S(=O)(c1cnccc1N1CCN(/N=C/c2ccc(Cl)cc2)CC1)N1CCCCC1	1	-0.5	1.6	2	0.8	-9	-3.1	-7	-0.6
Clc1ccsc1-c1csc(-c2cccnc2)n1	7	-0.1	3.4	3	2.5	-2	0.2	-11	-1.3
Oc1ccc(/C=N/Nc2ccc(Cl)nn2)c(O)c1O	10	-1.1	0.7	3	10	-5	-0.6	-36	-0.3
CC1=C(C)C(=O)N(C(C)CCc2ccccc2)C1=O (configuration not stated)	8	-4.0	-0.9	40*	1.1	5	-4.1	u	1.3
O=C(CN1C(=O)C2CCCCC2C1=O)Nc1cc([N+](=O)[O-])ccc1F (configuration not stated)	7	0.4	-0.8	-1	-1.0	0	-1.0	0	-1.6
COc1ccc(/C=N/NC(=O)c2cc(C)oc2C)cc1OC	10	u	-1.2	-2	-1.1	-1	-3.8	u	x
COc1cc(C(c2c(C)[nH][nH]c2=O)c2c(C)[nH][nH]c2=O)ccc1OCc1ccc([N+](=O)[O-])cc1	5	2.9	-0.6	0	0.5	1	-1.7	-1	1.8
CC(C)/C=N/NC(=O)c1ccc(Cl)cc1	-2	-0.8	1.2	-1	-0.3	-1	-3.1	-4	-1.0
COc1ccc(C2/C=C\CN(C(=O)c3ccccc3)CC(=O)N2Cc2cccc(F)c2)cc1 (configuration not stated)	-4	0.1	x	0	3.1	-8	-4.4	-5	0.2
COc1ccc(-c2nn(CCC#N)cc2C(=O)Nc2ccccc2Br)cc1	11	-1.2	1.6	1	0.1	2	-2.8	-2	-1.9
CCOC(=O)CNC(=S)N1CCn2c(nc3ccccc32)C1	-1	0.0	-2.9	1	2.2	-1	0.6	-4	x
CCCNC(=O)C1(C)CCN(C(=O)c2ccccc2F)C1 (configuration not stated)	-3	-0.5	x	-3	x	-1	-2.3	0	-2.6
COc1ccc(C(=O)NCCSCc2ccccc2Cl)cc1OC	0	2.0	0.6	2	-1.0	-4	-0.6	-6	2.4
CCOc1ccc(NS(=O)(=O)c2ccc3[nH]cc(C(=O)NC(C)CC)c(=O)c3c2)cc1 (configuration not stated)	12	-0.2	1.8	3	1.2	-8	-10	-12	1.7
C[C@]12CCC(=O)C=C1CC[C@@H]1[C@@H]2C(=O)C[C@]2(C)C(=O)CC[C@@H]12	-4	-0.2	-0.7	-2	-0.1	-3	-1.8	-2	2.7
O=c1ccc2cc(S(=O)(=O)N3CCN(c4ccccc4F)CC3)ccc2o1	5	0.2	-0.8	0	-0.4	2	-2.0	-2	-1.3
O=C(COc1ccc(S(=O)(=O)N2CCOCC2)cc1Cl)NCc1ccc2c(c1)OCO2	1	-0.2	x	0	x	1	-0.9	-9	-0.5
C=CCn1c(=N)n(CC(=O)OC)c2ccccc21	-1	-0.6	-0.6	3	0.2	-1	-2.0	-10	-2.4

Further records
SMILES	GDH-TPI inh	BoNT-A LC inh2	UGM FP inh	FBA Mtb inh	PfHsp40 yeast	Anthrax LF prot	FadD28 binding	BoNT-F LC inh	Mtb BioA inh
CCOc1ccccc1/C=N/NC(=O)CNC(=O)c1ccc(S(=O)(=O)N2CCOCC2)cc1	11	-0.8	0.1	0	-1.1	-2	0.0	8	-2.4
O=C(COc1cccnc1[N+](=O)[O-])c1c[nH]c2ccccc12	10	1.2	1.3	0	-0.4	-2	0.1	-5	-0.2
COc1ccc(C(=O)NCc2ccc(C(=O)O)o2)cc1	4	1.0	2.2	2	-1.1	-5	-0.6	-14	-1.0
Cc1ccc(C(=O)NC(=S)NNC(=O)c2cccc([N+](=O)[O-])c2)cc1	11	-1.2	1.4	0	12	0	-2.8	1	0.0
Cc1ccc(C2=NNC(C(O)C(O)C(O)CO)S2)cc1 (configuration not stated)	3	0.4	-2.8	4	-1.1	-6	0.4	2	-4.3
CCOC(=O)Nc1ccc2c(c1)N(C(=O)CN1CCN3CCCC3C1)c1ccccc1CC2 (configuration not stated)	10	8.6	0.3	0	0.9	-15	0.5	13	-0.1
COc1ccc(S(=O)(=O)Nc2ccc(NC(C)=O)cc2)cc1Cl	-4	0.6	-0.9	-4	-1.2	1	0.1	-3	x
CCC1(CC)NC(=O)N(CC(=O)N2CCN(c3ccccc3F)CC2)C1=O	-1	0.6	-1.1	0	0.6	5	-2.1	2	-1.5
COc1ccc(N2CC(O)=C(c3nc(-c4ccc(Br)cc4)cs3)C2=N)cc1	-6	-0.7	-0.3	-2	-1.4	-4	-3.1	1	x
O=C(NCc1cccnc1)Nc1cccc(Cl)c1	6	0.5	-0.5	1	-0.1	0	-0.5	-6	0.1
CC(=O)CSc1nc(C(F)(F)F)cc(=O)n1-c1ccccc1	10	-0.9	0.8	0	-0.4	-2	-1.9	-3	-1.2
Cc1ccc(N2CC(NC(=O)C(=O)c3c(C)[nH]c4ccccc34)CC2=O)cc1C (configuration not stated)	21	x	2.2	6	3.0	x	2.0	x	-2.4
CS(=O)(=O)c1ccc(NCCc2ccccn2)c([N+](=O)[O-])c1	-1	-0.7	-0.4	-10	-0.9	-10	x	6	x
Cc1ccc(/C=N/NC(=O)c2cc(C)oc2C)o1	19	0.3	1.2	0	-0.8	-1	-3.0	2	-0.6
O=C(Nc1ccccc1C(=O)Nc1ccccc1)c1ccccc1F	4	-1.2	4.5	1	-1.5	-9	-1.3	23	-0.6
CN(C)/C=N/C(=S)Nc1ccccc1F	3	0.2	-0.9	-1	1.0	4	0.4	-6	-2.5
CN(CC(=O)Nc1ncn[nH]1)S(=O)(=O)c1ccc(Br)cc1	3	0.0	1.6	-2	-1.2	-1	-0.7	1	-0.4
CCOC(=O)[C@H]1[C@H]2COc3ccc(Cl)cc3[C@@H]2N2C(=O)CN(Cc3ccc(Cl)cc3)C(=O)[C@@]12C	11	-0.6	3.0	-3	-0.9	-3	-4.9	-4	-16

Quoted at random: four compounds from above.
SMILES	GDH-TPI inh	BoNT-A LC inh2	UGM FP inh	FBA Mtb inh	PfHsp40 yeast	Anthrax LF prot	FadD28 binding	BoNT-F LC inh	Mtb BioA inh
O=C(NCc1nc2ccccc2[nH]1)C1=C[C@H](C2CCCCC2)C[C@H](OCc2ccc(CO)cc2)O1	3	-0.6	-0.6	-1	-0.2	-4	-6.1	-8	-1.9
COc1ccc(N(CC(=O)NC2CCCCC2)C(=O)CNC(=O)c2cccs2)cc1OC	0	-6.2	-2.2	2	-0.2	-4	0.3	-25	-0.1
O=C(CSCc1ccc(C(=O)O)cc1)Nc1ccc2ccccc2c1	-3	x	-0.5	7	-0.7	x	-3.4	x	x
CN(CC(=O)Nc1ncn[nH]1)S(=O)(=O)c1ccc(Br)cc1	3	0.0	1.6	-2	-1.2	-1	-0.7	1	-0.4
